D1 antag = Antagonist of Human D 1 Dopamine Receptor: qHTS; D(1A) dopamine receptor (Homo sapiens), P21728; HEK293 TREx D1 cells, calcium flux, dopamine EC80; hits give low values; activity change, negative = inhibition, % at 10 µM; actives 3.2% (n = 360,000); in the data active means activity change below about -30%; further: on the % scale 0 is the no-effect control and ±100 the full control effect
Target sequence (P21728 whole entry, looked up): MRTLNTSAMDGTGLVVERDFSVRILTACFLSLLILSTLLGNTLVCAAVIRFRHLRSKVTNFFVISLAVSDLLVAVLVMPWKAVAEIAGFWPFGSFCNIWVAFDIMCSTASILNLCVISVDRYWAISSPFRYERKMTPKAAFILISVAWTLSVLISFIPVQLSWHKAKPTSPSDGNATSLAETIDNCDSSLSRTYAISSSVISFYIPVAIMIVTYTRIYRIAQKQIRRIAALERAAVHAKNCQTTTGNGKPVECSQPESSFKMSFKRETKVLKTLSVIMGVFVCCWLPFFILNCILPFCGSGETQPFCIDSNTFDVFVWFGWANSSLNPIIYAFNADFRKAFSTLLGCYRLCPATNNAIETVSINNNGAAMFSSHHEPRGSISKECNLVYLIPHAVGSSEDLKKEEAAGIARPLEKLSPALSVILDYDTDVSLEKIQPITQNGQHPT
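Allosteric or orthosteric antagonism assessed as attenuation of the calcium response to EC80 dopamine, added 180 s after compound, in induced HEK293 Trex D1 cells loaded with no-wash calcium dye.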
D1 agonist = Allosteric Agonists of the Human D1 Dopamine Receptor: qHTS; AID 504660, 2011; HEK293 T-REx D1 cells, calcium flux, agonist mode; activation, % at 2 µM; actives 1% (n = 360,000); D(1A) dopamine receptor (Homo sapiens), P21728; further: 0% is about no effect
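Inducible HEK293 T-REx D1 cells, force-coupled to calcium signalling, were plated at 4000 cells/well with tetracycline and held overnight at 30 C. After no-wash calcium dye loading, compound-evoked calcium rise over 180 s flagged agonists.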
TRHR PAM = qHTS for Small Molecule Agonists and Allosteric Enhancers of Human TRH Receptor: Primary Screen for Enhancers | Thyrotropin-releasing hormone receptor (Homo sapiens), P34981 | TRHR cells, fluo-8 calcium fluorescence, EC20 TRH enhancement | enhancement, % at 2 µM | actives 0.66% (n = 360,000) | AID 493056, 2011; in the data active means enhancement above about 30%; further: 0% is about no effect
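TRHR-expressing cells loaded with fluo-8 calcium dye were read kinetically (ex 480/em 530) during compound addition, then stimulated with an EC20 of TRH (10 nM final). Enhancement of the Gq-mediated intracellular calcium response was scored.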
D2 potentiator = HTS Assay for Positive Allosteric Modulators of the Human D2 Dopamine Receptor: Primary Screen for Potentiators; D(2) dopamine receptor (Homo sapiens), P14416; HEK293 T-REx D2, calcium flux, EC20 dopamine potentiation; potentiation, % at 10 µM; actives 0.34% (n = 340,000); AID 485347, 2010;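 active means potentiation over 3 SD above the plate norm, cut at about 30% in these data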; further: 0% is about no effect
Target sequence (P14416 whole entry, looked up): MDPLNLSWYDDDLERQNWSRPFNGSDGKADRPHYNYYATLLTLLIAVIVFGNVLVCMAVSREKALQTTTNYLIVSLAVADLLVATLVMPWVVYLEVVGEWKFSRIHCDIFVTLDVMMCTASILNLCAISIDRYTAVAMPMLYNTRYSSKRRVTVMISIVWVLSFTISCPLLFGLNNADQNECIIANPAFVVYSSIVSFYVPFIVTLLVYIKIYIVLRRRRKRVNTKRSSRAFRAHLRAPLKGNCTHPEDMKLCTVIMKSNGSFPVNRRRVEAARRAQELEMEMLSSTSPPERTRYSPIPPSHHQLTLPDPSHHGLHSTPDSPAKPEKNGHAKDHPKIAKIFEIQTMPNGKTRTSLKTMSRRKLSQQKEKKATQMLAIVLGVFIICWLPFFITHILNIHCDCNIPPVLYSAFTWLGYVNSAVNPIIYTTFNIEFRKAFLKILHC
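Potentiation of an EC20 dopamine calcium response is measured in a force-coupled, tetracycline-inducible Hek293 Trex D2 line. Compound-only kinetic reads over 180 s flag agonists before dopamine addition.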
D1 potentiator = Potentiators of Human D1 Dopamine Receptor: qHTS; D(1A) dopamine receptor (Homo sapiens), P21728; HEK293 TREx D1 cells, calcium flux, dopamine EC20 potentiation; potentiation, % at 10 µM; actives 0.036% (n = 360,000); AID 504651, 2011; in the data active means potentiation above about 30%; further: 0% is about no effect
D2 ag = HTS Assay for Allosteric Agonists of the Human D2 Dopamine Receptor: Primary Screen for Agonists. actives 0.53% (n = 340,000). activation, % at 2 µM. AID 485358, 2010. HEK293 T-REx D2 cells, calcium flux agonist mode. D(2) dopamine receptor (Homo sapiens), P14416;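 active means activation over 3 SD above normal in the single-dose calcium agonist read, cut at about 30% in these data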; further: 0% is about no effect
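Agonism scored from kinetic calcium signal (1 read/sec, 180 s) following compound pin transfer, after a 10 s baseline. Cells: HEK293 Trex line expressing inducible D2 receptor coupled to calcium, dye-loaded after overnight culture at 30 C.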
TRHR ag = qHTS for Small Molecule Agonists and Allosteric Enhancers of Human TRH Receptor: Primary Screen for Agonists. activation, % at 2 µM. actives 0.18% (n = 360,000). TRHR cells, calcium flux fluo-8, FDSS agonist mode. Thyrotropin-releasing hormone receptor (Homo sapiens), P34981; further: 0% is about no effect
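Fluo-8-loaded TRHR cells; 10 s baseline, compound added, kinetic Ca2+ fluorescence read 1/s, agonist mode.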
D2 antagonist = HTS Assay for Allosteric Antagonists of the Human D2 Dopamine Receptor: Primary Screen for Antagonists; D(2) dopamine receptor (Homo sapiens), P14416; HEK293 TREx D2 cells, calcium flux, dopamine EC80; inhibition, % at 10 µM; actives 2% (n = 340,000); in the data active means inhibition above about 30%; further: 0% is about no effect
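Cells plated overnight at 30 C with tetracycline; no-wash calcium dye, 30–90 min RT; 10 s baseline; compound pinned; 180 s read; EC80 dopamine added; another 180 s read.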
RXFP1 antag = qHTS Assay for Antagonists of the Relaxin Receptor RXFP1; Relaxin receptor 1 (Homo sapiens), Q9HBX9; HEK293-RXFP1, relaxin-stimulated cAMP HTRF, 30 min; hits give low values; activity change, negative = inhibition, % at 57.5 µM; actives 0.59% (n = 350,000); AID 1259400, 2018;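 active means activity change of -60% or lower, but not beyond a set lower limit; inconclusive means change between -60% and -40%, or beyond the set limit; inactive means change above -40%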; further: on the % scale 0 is the no-effect control and ±100 the full control effect
The depositor's hits bear a star; ? = inconclusive; nt = not tested or not shown; & = joins results of further samples. Unless noted, no stated cut-off is given here; in the data, active means activation above about 30%; inactive means the rest.

SMILES | D1 antag | D1 agonist | TRHR PAM | D2 potentiator | D1 potentiator | D2 ag | TRHR ag | D2 antagonist | RXFP1 antag
Cc1ccc(-c2csc(=S)n2CC(=O)OCC(=O)NCc2ccco2)cc1 | -26 | 1 | -2 | nt | -1 | nt | -0.7 | nt | -15
O=C(CN1CCC(n2nnc3cc(F)ccc32)CC1)NNC(=O)c1ccccc1 | 3 | 2 | 5 | 16 | -8 | -0.4 | 0.1 | 9 | -15
CCc1nnc(NC(=O)c2cccc(S(=O)(=O)N(C)c3ccc(OC)cc3)c2)s1 | 7 | 2 | -1 | 4 | -7 | -2.2 | -0.3 | 2 | -20
O=C(Nc1ccc(Cl)cc1F)C1CC1c1ccccc1 (stereo not drawn) | -3 | 0 | -9 | 11 | -6 | 0.1 | 0.1 | -16 | -9
COc1ccc(CCNC(=O)C(=O)Nc2ccc3c(c2)OCO3)cc1OC | -22 | -1 | -1 | 4 | -4 | 0.7 | -0.2 | 19 | -4
CC(O)(c1ccccc1)C(c1ccccc1)C1CCCCN1 (stereo not drawn) | 27 | 3 | 10 | 3 | -3 | -1.8 | 0.7 | -12 | 15
CC(=O)Nc1ncc(Cc2cc(Cl)ccc2Cl)s1 | -5 | 23 | -3 | -7 | 1 | -0.1 | -0.8 | 0 | 8
N#Cc1c(NC(=O)Cn2nc(C(F)(F)F)c3c2CCCC3)sc2c1CCC2 | -5 | 9 | -2 | 17 | 2 | -0.7 | -0.4 | -8 | -1
C/C(=N/NS(=O)(=O)c1ccc(Br)cc1)c1ccc(NC(=O)c2ccc(C)o2)cc1 | 27 | 9 | 22 | -6 | -4 | 1.1 | 1.2 | 17 | 5
CC(C)(C)OC(=O)N1CCC(c2c(C(=O)Nc3ccc4c(c3)OCO4)cnn2-c2ccccc2)CC1 | 1 | -1 | -1 | 5 | -2 | -0.8 | 0.0 | nt | nt
CCc1ccc(-n2c(=O)c3c4c(sc3n(Cc3ccc(C)cc3)c2=O)CCC4)cc1 | 11 | 2 | -13 | -9 | -2 | 0.6 | 0.4 | nt | nt
COc1ccc(OCCCC(=O)Nc2nc(-c3ccccn3)cs2)cc1 | -1 | 9 | 0 | -3 | -2 | 0.6 | 1.6 | -2 | -18
CCCCNC(=S)NNC(=O)c1csc(CC)c1 | -4 | 1 | -5 | -7 | -1 | -0.5 | -0.4 | 1 | -13
c1ccc(-c2noc(CN3CCc4sccc4C3)n2)cc1 | -1 | 2 | -5 | 3 | 3 | 0.4 | 0.2 | 35* | -12
O=S(=O)(c1cccc(F)c1)N1CCN(C(=S)NCC2CCCO2)CC1 (stereo not drawn) | 0 | 4 | 0 | 0 | -4 | 1.2 | 0.6 | 17 | 5
O=C(CN(C(=O)CCC(=O)Nc1ccccn1)C1CCCC1)NCc1ccccc1 | -12 | -4 | 0 | -7 | -1 | 0.1 | -0.1 | 9 | 3
CC(C)(C)c1ccccc1NC(=O)c1cccnc1 | 4 | 4 | 2 | -2 | -5 | 0.3 | 0.8 | 5 | 3
Cn1cc(Cl)c(C(=O)N/N=C/c2ccc(OS(=O)(=O)c3ccccc3)cc2)n1 | -18 | 4 | -2 | 40* | -5 | 0.2 | 0.9 | 0 | -1
O=C(COC(=O)CNC(=O)c1ccc(Br)cc1)Nc1nnc(-c2ccccc2)o1 | -38* | 5 | -4 | 10 | 0 | 0.6 | 0.1 | -5 | -1
Cc1cc(=O)oc2cc(OCC(=O)N3CCC(O)CC3)c(Cl)cc12 | -6 | -1 | 17 | nt | 4 | nt | 0.1 | nt | 1
CN(C)CCCn1cnc2c(c1=N)C(c1ccccc1)c1ccc3ccccc3c1O2 (stereo not drawn) | 3 | 6 | 8 | 2 | 2 | 0.6 | 0.0 | -7 | ?
CCn1nc(C(=O)NNC(=O)COc2ccccc2C)c2ccccc2c1=O | 9 | 0 | -1 | -8 | -3 | -1.8 | -0.2 | 16 | 2
COc1ccc(NC(=O)COC(=O)CNS(=O)(=O)c2ccc(F)c(F)c2F)cc1OC | -2 | 1 | -1 | 1 | -5 | -0.3 | 0.4 | -2 | 3
Cc1c(CCOC(=O)C23CC4CC(CC(C)(C4)C2)C3)sc[n+]1CC(=O)c1ccccc1 | 10 | 1 | 7 | 1 | 0 | -1.6 | 0.3 | 9 | -17
COc1ccccc1NC(=O)c1cc2c(n(-c3ccc(C)cc3)c1=O)CC(C)(C)CC2=O | -31* | -2 | -7 | -11 | -1 | 1.0 | 1.9 | nt | nt

Random excerpt: two compounds from above.
SMILES | D1 antag | D1 agonist | TRHR PAM | D2 potentiator | D1 potentiator | D2 ag | TRHR ag | D2 antagonist | RXFP1 antag
Cc1cc(=O)oc2cc(OCC(=O)N3CCC(O)CC3)c(Cl)cc12 | -6 | -1 | 17 | nt | 4 | nt | 0.1 | nt | 1
O=C(CN(C(=O)CCC(=O)Nc1ccccn1)C1CCCC1)NCc1ccccc1 | -12 | -4 | 0 | -7 | -1 | 0.1 | -0.1 | 9 | 3

Returning to the listing with the 2 entries that preceded the break.
SMILES | D1 antag | D1 agonist | TRHR PAM | D2 potentiator | D1 potentiator | D2 ag | TRHR ag | D2 antagonist | RXFP1 antag
Cc1c(CCOC(=O)C23CC4CC(CC(C)(C4)C2)C3)sc[n+]1CC(=O)c1ccccc1 | 10 | 1 | 7 | 1 | 0 | -1.6 | 0.3 | 9 | -17
COc1ccccc1NC(=O)c1cc2c(n(-c3ccc(C)cc3)c1=O)CC(C)(C)CC2=O | -31* | -2 | -7 | -11 | -1 | 1.0 | 1.9 | nt | nt
COC(=O)C[n+]1cccc2ccccc21 | -11 | 88* | -9 | 5 | 0 | 27 | 15 | -10 | -11
O=C(NCC1CCCN1S(=O)(=O)c1cccs1)c1ccccc1F (stereo not drawn) | -24 | 3 | -4 | -1 | -2 | 0.5 | 0.0 | 4 | 7
Cc1nc2cc(Cl)c(Cl)cc2n1-c1ccccn1 | -26 | -1 | -8 | 14 | -2 | -0.3 | -0.5 | -4 | nt
CCC(C)NC(=O)CS(=O)Cc1nc(-c2cccc(C)c2)oc1C (stereo not drawn) | 38 | 2 | -7 | 2 | -2 | 0.7 | -0.1 | 8 | -7
CCOC(=O)C1=C(C)NC(=O)NC1c1ccccc1OCc1c(F)cccc1Cl (stereo not drawn) | 19 | 1 | 1 | -2 | -2 | -0.6 | -0.9 | 2 | -1
COc1cc(/C=N/Nc2ccc(C(F)(F)F)cn2)ccc1O | 12 | 1 | -4 | 10 | -8 | 0.6 | 0.3 | 1 | -5
O=C(CNC(=O)c1ccccc1)N[C@@H](C(=O)Nc1cc(C(F)(F)F)ccc1Cl)c1ccccc1 | -20&-1 | 3&2 | 2&-4 | nt | 8&3 | nt | -0.3&-0.1 | nt | nt
O=C(CSc1nc2cc(C(=O)NC3CCCC3)ccc2c(=O)n1CC1CCCO1)c1cccc(Cl)c1 (stereo not drawn) | -37* | 6 | -1 | -4 | -4 | -0.1 | 0.4 | nt | nt
Cc1ccc(OCCC(=O)OCC(=O)C(C)(C)C)cc1 | 12 | 2 | 7 | 14 | -4 | -0.3 | -0.3 | 8 | -13
O=C(Nc1ccc2nc(-c3ccc(Br)o3)[nH]c2c1)c1cccs1 | 7 | 1 | 6 | 4 | 2 | 11 | 0.7 | 1 | nt
C#CCn1cnc2c(oc3ccccc32)c1=O | 14 | 1 | -3 | -2 | -4 | 0.8 | -0.2 | -4 | 10
COc1ccc(/C(N)=N/OC(=O)CSc2ccc(C)cc2)cc1OC | -5 | 3 | 2 | 10 | -2 | -0.9 | 0.0 | 10 | -9
Cc1ccc(-c2cc(C(=O)Nc3ccccc3C)c3ccccc3n2)o1 | -13 | 1 | 3 | -3 | -2 | 0.1 | -0.5 | -18 | -10
O=C(O)C1C2CCC(O2)C1C(=O)Nc1ccc(OC(F)F)cc1 (stereo not drawn) | -1 | 1 | 1 | 13 | 2 | 0.8 | 0.0 | -5 | 3
COc1ccc(NC2=C(Cl)C(=O)N(CCc3ccccc3)C2=O)cc1 | -14 | 1 | 2 | 3 | -3 | -0.9 | -0.8 | -5 | -14
O=C(O)CCCCCNc1nc2ncn(Cc3ccccc3)c2c(=O)[nH]1 | -1 | 3 | 12 | 0 | -2 | 0.2 | 1.3 | 25 | -14
CN1CCN(c2nc(-c3ccccn3)nc3ccccc23)CC1 | 4 | 4 | 3 | 13 | -2 | 0.1 | -0.3 | 10 | -1
CCO/C=C/C(O)(CNC(=O)COc1ccccc1F)C(F)(F)F (stereo not drawn) | 3 | 0 | -3 | -4 | 3 | 0.4 | -0.5 | 2 | 4
COc1ccc(CCNC(=O)c2nnn(-c3cc(C)cc(C)c3)c2N)cc1OC | 0 | -1 | -5 | -5 | -4 | -0.7 | -0.3 | -13 | 6
CCC(NC(=O)c1cc(COc2ccc(OC)cc2Cl)on1)c1ccncc1 (stereo not drawn) | -26 | 25 | 4 | 5 | -2 | -0.6 | 0.5 | 18 | -14
O=C(Cn1c(C(F)(F)F)nc2ccccc21)Oc1cccc(C(F)(F)F)c1 | -14 | 8 | -8 | 6 | -2 | 0.5 | -0.5 | -5 | 4
O=C1/C(=C\c2ccco2)SC(=S)N1Cc1ccccc1 | -7 | 2 | -9 | 1 | 1 | 0.4 | -0.6 | -9 | -37
CC1CCN(C(=O)/C(=C\c2ccco2)NC(=O)c2ccccc2)CC1 | 10 | 3 | 2 | nt | -1 | nt | 1.5 | nt | -5
O=C(Nc1ccc(Br)c(C(F)(F)F)c1)c1ccccc1 | -20 | 4 | -5 | -8 | -8 | 0.5 | 1.2 | 8 | -17
Cc1cccc(C)c1NC(=O)CSc1nnnn1-c1ccc(C(=O)O)cc1 | 1 | 5 | 1 | -6 | -4 | -1.2 | 0.9 | -9 | 2
CCN1C(=O)c2ccccc2Sc2ccc(NC(=O)N3CCN(c4cc(C)ccc4C)CC3)cc21 | -5 | 3 | 12 | -6 | -1 | -1.1 | -0.4 | nt | -16
Cn1c(NN)nc2ccccc2c1=O | 16 | 2 | 2 | -7 | -5 | 0.3 | 0.6 | 5 | -1
COc1cccc(Nc2nnc(SCC(=O)N3CCOCC3)s2)c1 | 11 | 0 | 1 | -3 | -3 | 0.1 | -0.2 | 11 | -32
CCc1cc(/C(Cc2csc(C)n2)=N/O)c(O)cc1O | -23 | 9 | -2 | -5 | -7 | -0.6 | 1.3 | 5 | -4

High-throughput results (PubChem BioAssay)
